# High-throughput results deposited in PubChem BioAssay by National Center for Advancing Translational Sciences (NCATS).
# Fluorescein fluor – qHTS Assay for Spectroscopic Profiling in Fluorescein Spectral Region; 59,000 compounds, 0.91% hits; max fluorescein-equivalent concentration, M; AID 593, 2007; Compound autofluorescence, 480/540 nm, fluorescein-equivalent; hits give high values; in the data active = max fluorescein-equivalent concentration above about 10 nM; inconclusive = between about 1.1 nM and that limit
#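 Autofluorescence profiling; 100 mM Tris, pH 8.0; incubation 15 min at RT; ex/em 480/540 nm; result as fluorescein-equivalent concentration.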
# Rhodamine fluor – qHTS Assay for Spectroscopic Profiling in Rhodamine Spectral Region. Rhodamine-region fluorescence, 547/598 nm, Tris buffer; hits give high values. 59,000 compounds, 0.05% hits. max dye-equivalent concentration, M; in the data active = max dye-equivalent concentration above about 11 nM; inconclusive = between about 1.1 nM and that limit
#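 Read-out is relative fluorescence at 547 nm excitation and 598 nm emission, expressed as dye-equivalent concentration using rhodamine standards on every plate. Each compound was profiled across a concentration series after 15 min in 100 mM Tris, pH 8.0.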
# BRCT inh green – qHTS Assay for Inhibitors of BRCT-Phosphoprotein Interaction (Green Fluorophore); Breast cancer type 1 susceptibility protein (Homo sapiens), P38398; Potency, µM (highest dose often 76.9 µM), for the others: top-dose activity change, negative = inhibition, most hits filed as inhibitors; 75,000 compounds, 0.05% hits; BRCA1 BRCT-phosphopeptide binding, green fluorescence polarization;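 note: potency is the fitted concentration of half-maximal effect; plate controls were peptide without protein for full effect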
#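 Compounds were incubated for 12 min at room temperature with a complex of 100 nM fluorescein-tagged pBACH1 decapeptide and 250 nM His-tagged BRCT protein. Buffer was phosphate pH 7.3 with EDTA, DTT and Tween 20. Disruption of binding lowers the polarization signal.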
# USP2a inhib – qHTS Assay for Inhibitors of Ubiquitin-specific Protease USP2a; Ubiquitin carboxyl-terminal hydrolase 2 (Homo sapiens), O75604; USP2a enzymatic assay, qHTS inhibition; Potency, µM (titrated, usually from 38.3 µM), for inactives: at the top dose activity change, negative = inhibition, actives largely listed as inhibitors; 60,000 compounds, 0.1% hits; AID 927, 2007;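 note: potency is the fitted concentration of half-maximal effect; nearly all actives have a fitted effect of over 60% in size; plate controls were DMSO for no effect and NEM full inhibition control for full effect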
#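 USP2 core (20 nM final) was preincubated with compound for 30 min at RT in 20 mM Tris-HCl pH 8.0, 2 mM CaCl2, 2 mM beta-mercaptoethanol; Ub-PLA2 (20 nM) plus NBD C6-HPC (20 uM) then added, fluorescence read after 2.5 h.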
# A350 autofl – qHTS Assay for Spectroscopic Profiling in A350 Spectral Region | Compound autofluorescence, 340/450 nm, Alexa 350 dye-equivalents; hits give high values | max dye-equivalent concentration, M | 59,000 compounds, 11% hits | AID 590, 2007; in the data active = max dye-equivalent concentration above about 10 nM; inconclusive = mostly about 1.1 nM to 9.6 nM
# 4MU fluor – qHTS Assay for Spectroscopic Profiling in 4-MU Spectral Region; AID 589, 2007; max dye-equivalent concentration, M; 59,000 compounds, 11% hits; compound autofluorescence, 340/450 nm, 4-MU equivalents; hits give high values; in the data active = max dye-equivalent concentration above about 10 nM; inconclusive = mostly about 1.1 nM to 9.6 nM
#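 Intrinsic fluorescence at 340/450 nm (ex/em) was read after 15 min at room temperature in pH 8.0, 100 mM Tris. Each compound concentration expressed as 4-MU-equivalent concentration from a six-point 4-MU standard series on each plate.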
# Texas Red fluor – qHTS Assay for Spectroscopic Profiling in Texas Red Spectral Region; AID 587, 2007; max dye-equivalent concentration, M; Compound fluorescence, Texas Red channel, 547/618 nm; hits give high values; 59,000 compounds, 0.06% hits; in the data active = max dye-equivalent concentration above about 10 nM; inconclusive = between about 1.1 nM and that limit
#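 Fluorescence at ex 547/em 618 nm, normalized against an on-plate Texas Red standard series to give dye-equivalent concentration per compound concentration. Buffer 100 mM Tris, pH 8.0; 15 min RT incubation before CCD imaging.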
# Casp7 inh – qHTS Assay for Allosteric/Competitive Inhibitors of Caspase-7 | P55210 | recombinant caspase-7, Ac-DEVD-AFC fluorescence rate | Potency, µM (highest dose often 57.5 µM), for the others: at the highest dose activity change, negative = inhibition, usual class: inhibitors | 75,000 compounds, 0.02% hits | AID 889, 2007; active = well fitted inhibition curve with a large enough effect in the main read-out, with a control signal flat, not every such curve was filed as active; inconclusive = small, poorly fitted or top-dose-only effect, or a change in a side signal; note: potency is the fitted concentration of half-maximal effect; % of control where 0% means no effect
# Target sequence (P55210 24-198 limits assumed): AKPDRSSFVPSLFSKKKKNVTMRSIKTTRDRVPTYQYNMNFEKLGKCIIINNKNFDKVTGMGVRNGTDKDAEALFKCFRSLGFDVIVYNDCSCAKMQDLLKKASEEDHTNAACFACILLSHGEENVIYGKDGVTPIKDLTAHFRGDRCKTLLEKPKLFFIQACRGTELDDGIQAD
# Target sequence (P55210 207-303 limits assumed): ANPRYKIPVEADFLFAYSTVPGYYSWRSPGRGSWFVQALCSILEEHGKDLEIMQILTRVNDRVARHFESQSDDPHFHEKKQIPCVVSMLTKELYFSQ
# BRCT PPI red – qHTS Assay for Inhibitors of BRCT-Phosphoprotein Interaction (Red Fluorophore); Breast cancer type 1 susceptibility protein (Homo sapiens), P38398; BRCT-phosphopeptide binding, red fluorescence polarization; Potency, µM (highest dose often 76.9 µM), inactives show top-dose activity change, negative = inhibition, most hits filed as inhibitors; 75,000 compounds, 0.03% hits; AID 892, 2007; note: % is set by controls: 0 for no effect and ±100 for the full control effect
#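 Rhodamine-labelled pBACH1 10-mer (100 nM) bound to BRCT domain (100 nM) at pH 7.3; compounds incubated 12 min room temperature, polarization read. Free peptide defines full inhibition; unlabelled decapeptide titrated as control.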
# Caspase-1 inhib – qHTS Assay for Allosteric/Competitive Inhibitors of Caspase-1. P29466. Caspase-1 enzyme, Ac-WEHD-AFC fluorogenic rate. Potency, µM (top dose mostly 57.5 µM), without a hit: at the top dose activity change, negative = inhibition, usual class: inhibitors. 75,000 compounds, 0.03% hits. AID 900, 2007;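 note: potency is the fitted concentration of half-maximal effect; plate controls were vehicle for no effect and no substrate for full effect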
# Target sequence (P29466 120-297 limits assumed): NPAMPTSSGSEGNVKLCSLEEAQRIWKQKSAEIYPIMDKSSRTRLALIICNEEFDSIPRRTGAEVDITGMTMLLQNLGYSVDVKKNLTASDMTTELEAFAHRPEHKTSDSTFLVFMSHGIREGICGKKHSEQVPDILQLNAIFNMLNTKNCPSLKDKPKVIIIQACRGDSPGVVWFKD
# Target sequence (P29466 317-404 limits assumed): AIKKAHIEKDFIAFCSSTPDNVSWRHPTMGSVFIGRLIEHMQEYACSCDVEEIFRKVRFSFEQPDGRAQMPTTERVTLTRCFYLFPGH
# HEK293 cAMP cs – qHTS Assay for Agonists of the Thyroid Stimulating Hormone Receptor: Activators of Intracellular cAMP Concentrations in Parental HEK 293; AID 938, 2007; Potency, µM (top dose mostly 57.1 µM), for the others: at the highest dose activation, most hits filed as activators; 73,000 compounds, 2.5% hits; parental HEK293 CNG cAMP sensor, membrane potential fluorescence; note: potency is the fitted concentration of half-maximal effect; % of control where 0% means no effect; nearly all actives have a fitted effect of over 55% in size
#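 Parental HEK 293 cells stably expressing a cAMP-gated CNG channel were loaded with membrane potential dye containing 100 uM RO 20-1724 for 60 min. Compound added for 30 min; depolarization read as fluorescence intensity at 590 nm.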
# Numbers without * were called inactive; i = inactive; ? = inconclusive; / = no result given; & = joins results of further samples; [ ] = dose if it differs, or a comment. Unless noted, calls come from the whole dose curve; as a rule, active = well fitted curve in the direction sought with a large enough effect; inconclusive = small, poorly fitted or top-dose-only effect, or another doubt; inactive = no such curve, though single readings can be large; an effect the other way counts as inactive or inconclusive. Some of the compounds tested. The share of hits here may be higher or lower than overall.
# Value order – Fluorescein fluor	Rhodamine fluor	BRCT inh green	USP2a inhib	A350 autofl	4MU fluor	Texas Red fluor	Casp7 inh	BRCT PPI red	Caspase-1 inhib	HEK293 cAMP cs
> Cc1csc(N(C)C(=O)CSc2nnc(COc3cccc4ccccc34)o2)n1
 : ?	i	0.6%	31%[activator]	i	i	i	6%	0.6%	-2%	26%
> COC(=O)c1sc2nc3c(cc2c1N)C(=O)CC(C)(C)C3
 : i	i	-2.5%	-4%	i	i	i	3%	-0.3%	0%	16%
> CCOC(=O)N1CCC(c2cc(=O)n3[nH]c(C)c(-c4ccc(F)cc4)c3n2)CC1
 : /	/	-0.6%	/	/	/	/	1%	-0.4%	0%	20%
> CCOc1ccccc1-n1c(COc2ccccc2)nnc1SCC(N)=O
 : ?	i	2.8%	4%	i	i	?	8%	0.0%	1%	?
> Cc1cc(C(F)(F)F)nc(Nc2nc(C)c3ccccc3n2)n1
 : i	i	-1.0%	8%	i	i	i	1%	0.4%	-1%	-1%
> NC(=O)c1c(N)sc2c1CCCCC2
 : i	i	1.8%	5%	?	?	i	-7%	-0.8%	-11%	-17%
> CN(C(=O)c1cc2n(n1)C(C(F)(F)F)CC(c1ccco1)N2)c1ccccc1 (stereo unspecified)
 : i	i	-2.7%	/	i	i	i	1%	0.8%	1%	-3%
> CC(C)=CC(=O)NCCc1ccccc1
 : i	i	-3.0%	-4%	i	i	i	1%	-1.1%	3%	11%
> O=C(CN(Cc1cccs1)C(=O)CSc1nnc(COc2ccccc2)o1)NC1CCCC1
 : i	i	-0.3%	7%	i	i	i	-3%	-0.1%	-1%	?
> CC(C)OCC(O)CN1CCN(CC(O)COc2ccc3c(c2)OCO3)CC1 (stereo unspecified)
 : i	i	-2.5%	-5%	i	i	i	1%	1.1%	1%	6%
> COc1ccc(N2CCN(c3oc(COc4ccccc4)nc3C#N)CC2)cc1
 : i	i	-2.1%	-8%	i	i	i	1%	0.2%	-6%	0.79µM*
> C/C(=C\c1ccco1)C1C(C#N)=C(N)Oc2n[nH]c(-c3ccccc3)c21 (stereo unspecified)
 : /	/	-1.0%	24%	/	/	/	-5%	-0.6%	-4%	-7%
> CCOC(=O)CNC(=O)CSc1nnc(Cn2cnc3ccccc32)n1C
 : i	i	-1.7%	/	i	i	i	1%	-1.1%	-1%	2%
> [N-]=[N+]=NCC1OC(n2cnc3c(=O)[nH]c(N)nc32)C(O)C1O (stereo unspecified)
 : /	/	-3.1%	-4%	/	/	/	0%	-0.3%	2%	/
> O=C(O)c1cc2c(s1)-c1ccccc1OC2
 : i	i	-3.8%	-4%	2.2e-06M*	2.3e-06M*	?	-3%	-2.7%	-1%	26%

# Later entries:
# Value order – Fluorescein fluor	Rhodamine fluor	BRCT inh green	USP2a inhib	A350 autofl	4MU fluor	Texas Red fluor	Casp7 inh	BRCT PPI red	Caspase-1 inhib	HEK293 cAMP cs
> O=C(c1nc2ncccn2n1)N1CCN(c2ccccc2)CC1
 : i	i	0.0%	0%	i	i	i	1%	-0.1%	0%	3%
> CCSc1nnc(-c2cccc(S(=O)(=O)N(C)C)c2)n1-c1cc(OC)ccc1OC
 : ?	i	1.8%	11%	i	i	i	0%	-1.9%	1%	5µM*
> O=C1NC(c2ccccc2)(C(F)(F)F)SC2=NCCCN12 (stereo unspecified)
 : i	i	-0.8%	-5%	i	i	i	0%	0.9%	1%	2%
> COCC(=O)N1CCC2(CC1)CCN(C(=O)NC(C)C)CC2
 : i	i	-5.0%	14%	i	i	i	1%	-0.5%	-3%	-9%
> CC1Cc2ccccc2N1C(=O)COc1cccc(-n2cnnn2)c1 (stereo unspecified)
 : ?	i	0.2%	25%	i	i	i	0%	-0.7%	1%	17%
> Cc1noc(C)c1C(=O)N1CCC2(CCCN(c3ccccc3)C2)CC1
 : ?	i	14%	91%[activator]	i	i	i	-4%	-0.2%	-6%	11%
> COC(=O)Cn1cc(C(=O)OC)cc(Br)c1=O
 : ?	i	/	/	i	i	i	/	/	/	/
> CC(C)OC(=O)c1nnc(Cc2ccc(F)cc2)o1
 : /	/	-1.1%	/	/	/	/	0%	-0.5%	-2%	2%
> COc1ccccc1NC(=O)CN1CCCCC1
 : ?	i	-0.8%	-6%	i	i	i	0%	-0.1%	0%	4%
> O=C(OC1CCCCC1=O)c1cc(=O)c2ccccc2o1 (stereo unspecified)
 : i	i	0.6%	3%	i	i	?	0%	0.7%	3%	-2%
> NCCCCNCCCN
 : ?	i	-2.6%&-3.2%&-2.7%	-5%&6%	i	i	?	1%&0%&2%	0.7%&-1.1%&1.5%	3%&-1%&2%	-4%&8%
> Cn1c(=O)[nH]c(=O)c2c1nc(CN1CCN(c3cccc(Cl)c3)CC1)n2Cc1ccccc1Cl
 : /	/	1.2%	/	/	/	/	1%	-1.3%	-1%	-7%
> O=C(NCCN=C1NS(=O)(=O)c2ccccc21)c1ccc2nccnc2c1
 : i	i	-3.4%	12%	i	i	?	2%	0.2%	2%	6%
> Cc1[nH]c(=O)[nH]c(=O)c1CSc1nnc([C@@H](NC(=O)OC(C)(C)C)C(C)C)o1
 : i	i	-2.1%	6%	i	i	i	2%	-1.3%	0%	11%
> CCc1ccc2oc(=O)cc(CN3CCN(c4ccc(F)cc4)CC3)c2c1
 : ?	i	-0.6%	10%	?	i	i	-2%	0.4%	-2%	?

# Continued; the last four above are carried over.
# Value order – Fluorescein fluor	Rhodamine fluor	BRCT inh green	USP2a inhib	A350 autofl	4MU fluor	Texas Red fluor	Casp7 inh	BRCT PPI red	Caspase-1 inhib	HEK293 cAMP cs
> Cn1c(=O)[nH]c(=O)c2c1nc(CN1CCN(c3cccc(Cl)c3)CC1)n2Cc1ccccc1Cl
 : /	/	1.2%	/	/	/	/	1%	-1.3%	-1%	-7%
> O=C(NCCN=C1NS(=O)(=O)c2ccccc21)c1ccc2nccnc2c1
 : i	i	-3.4%	12%	i	i	?	2%	0.2%	2%	6%
> Cc1[nH]c(=O)[nH]c(=O)c1CSc1nnc([C@@H](NC(=O)OC(C)(C)C)C(C)C)o1
 : i	i	-2.1%	6%	i	i	i	2%	-1.3%	0%	11%
> CCc1ccc2oc(=O)cc(CN3CCN(c4ccc(F)cc4)CC3)c2c1
 : ?	i	-0.6%	10%	?	i	i	-2%	0.4%	-2%	?
> CCC(C)[C@H](NC(=O)NCC1CCCO1)C(=O)OC (stereo partly specified)
 : i	i	-0.7%	6%	i	i	i	0%	-0.8%	1%	-4%
> CC1CCN(C(=O)CN2C(=O)C(C)(C)Oc3ccc(C(=O)NC4CCCC4)cc32)CC1
 : i	i	-0.7%	5%	i	i	i	2%	0.9%	3%	?
> CC1CCN(S(=O)(=O)c2ccc(Cl)cc2)CC1
 : /	/	0.0%	0%	/	/	/	-1%	-0.5%	0%	20%
> CCCOC(=O)CSc1nnc(-c2ccc(Cl)cc2Cl)o1
 : i	i	-0.7%	-4%	i	i	i	-2%	-3.7%	-1%	20%
> CCOC(=O)Cn1c(C)c(C#N)c2ccccc21
 : ?	i	0.9%	7%	i	i	?	-5%	2.0%	2%	28%
> O=C(Cc1ccccc1)NCCCN1CCN(CCCNC(=O)Cc2ccccc2)CC1
 : i	i	-2.2%	-5%	i	i	i	0%	-1.3%	2%	0%
> COc1ccc(CNc2cc(C)nc3ncnn23)c(OC)c1
 : i	i	0.6%	10%	i	i	?	-2%	0.7%	2%	4µM*
> Cc1cc(=O)[nH]c(SCC(=O)NCc2ccco2)n1
 : ?	i	-1.4%	4%	i	i	?	-2%	1.2%	2%	5%
> CCCCNc1nc(C)nc2c1nc(-c1ccccc1)n2C(C)CCCN(CC)CC (stereo unspecified)
 : /	/	1.0%	/	/	/	/	-9%	1.3%	3%	?
> CCOc1ccc(-n2c(=O)c3c4c(sc3n(CC(=O)NCc3ccco3)c2=O)CCC4)cc1
 : i	i	-0.2%	-16%	i	i	i	-1%	0.1%	1%	-1%
> CC(=O)Nc1ccc(OC(=O)CC2SC(=O)NC2=O)cc1 (stereo unspecified)
 : i	i	/	/	i	i	i	/	/	/	/
> COc1ccc(S(=O)(=O)N(CCCN2CCOCC2)Cc2ccc(OC)c(OC)c2)cc1
 : i	i	-1.5%	15%	i	i	?	0%	-0.9%	-1%	8%
> CCOC(=O)CN(C(=O)c1ccccc1)c1ccccc1C
 : /	/	-2.1%	/	/	/	/	-1%	0.7%	3%	10%
> N#Cc1nc(-c2ccco2)oc1NCCc1ccccc1
 : i	i	-0.4%	-4%	?	?	i	-2%	-1.6%	-1%	-4%
> CN(C)c1ccc(-c2cncnc2Nc2ccc(F)cc2)cc1
 : i	i	-0.3%	39%[activator]	i	i	i	1%	-0.8%	-4%	-3%
> CC(C)OCCCNC(=O)c1cccs1
 : i	i	-0.5%	1%	i	i	i	1%	0.5%	-1%	4%
